Compound activity: PubChem, several laboratories
NR5A2 inv ag – inverse agonists of human LRH-1 (NR5A2); HEK293T StAR-luciferase reporter, LRH-1 transfected, 24 h; inhibition, % at 3.6 µM; 360,000 compounds, 0.13% hits;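 active = inhibition above the mean inhibition of all tested compounds plus 3 SD, cut at about 73% in these data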;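 note: 0% = DMSO wells and 100% = reporter-only cells lacking LRH-1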
NCOA2 inhibitor – human SRC2 (NCOA2) inhibition. Q15596. HEK293 GAL4-SRC2 luciferase reporter, luminescence. inhibition, % at 9 µM. 370,000 compounds, 0.17% hits;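 active = inhibition above the mean inhibition of all tested compounds plus 3 SD, set per campaign, cut at about 52% in these data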;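 note: 0% = DMSO treated cells and 100% = cells given Gossypol at 36 µM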
COUP-TFII inh – NR2F2 (human) inhibition, primary screen; P24468; 370,000 compounds, 0.7% hits; inhibition, % at 8.6 µM; HEK293T NGFI-A luciferase reporter, luminescence;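 active = inhibition above a per-plate cutoff, mean inhibition of test wells between control levels plus 3 SD, cut at about 38% in these data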;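 note: cells cotransfected with COUP-TFII expression vector driving the NGFI-A reporter; 0% = median of COUP-TF2 test wells and 100% = reporter-only cells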
NCOA1 inh – inhibitors of human steroid receptor coactivator 1 (SRC1); AID 588354; 360,000 compounds, 0.12% hits; HEK293 GAL4-SRC1 luciferase reporter, luminescence; Q15788; inhibition, % at 3.6 µM;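 active = inhibition above the campaign mean plus 3 SD, with each screening campaign given its own cutoff, cut at about 60% in these data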;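 note: 0% = DMSO treated cells and 100% = gossypol at 36 µM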
TWEAK Fn14 block – blocks TWEAK-Fn14 interaction in a reporter cell assay; TWEAK-stimulated Fn14 reporter cells, luciferase luminescence, 8 h; inhibition, % at 10 µM; 360,000 compounds, 2% hits; in the data active = inhibition above about 50%
NOD2 RIPK2 PPI – blocks binding of human NOD2 to RIPK2; inhibition, % at 4.98 µM; CHO BLA complementation NOD2-RIPK2, CCF4 ratio; 360,000 compounds, 0.38% hits; in the data active = inhibition above about 21%;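 note: 0% = vehicle only and 100% = reference blocker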
TLR9-MyD88 block – TLR9-MyD88 interaction inhibition. Q9NR96+Q99836. inhibition, % at 4.98 µM. CHO BLA complementation TLR9-MyD88, CCF4 FRET ratio. 340,000 compounds, 0.21% hits;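 active = inhibition above the mean over all tested compounds plus 3 SD, cut at about 21% in these data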;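 note: 0% = DMSO only wells and 100% = clavulanate BLA inhibitor control wells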
TROY signal inh – TROY signaling inhibition; inhibition, % at 10 µM; 360,000 compounds, 0.98% hits; Q293 LMP1-TROYcd NF-kB luciferase reporter, 4 h;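 active = compounds whose plate-normalised and pattern-corrected inhibition of the luciferase reporter signal at the single screening dose is 50% or more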
TRAIL sens C8 – caspase-8 TRAIL sensitization; NB7+C8 cells + TRAIL, ATPlite viability luminescence; inhibition (viability loss, TRAIL sensitization), % at 10 µM; 360,000 compounds, 1% hits;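 active = compounds causing at least 50% loss of cell viability in the single-dose screen, relative to plate controls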
SRC3 inh – human NCOA3 inhibition; Q9Y6Q9; HEK293 GAL4-SRC3 luciferase reporter, luminescence; inhibition, % at 3.6 µM; 360,000 compounds, 0.17% hits;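 active = inhibition above a per-campaign cutoff, the mean of all compounds plus 3 SD, cut at about 60% in these data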;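 note: 0% = DMSO-treated cells and 100% = gossypol-treated cells at 36 µM; higher means less SRC3-driven luciferase light from the GAL4 reporter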
LMP1 NFkB inh – inhibitors of Epstein-Barr LMP1-induced NF-kappaB reporter; LMP1-induced NF-kappaB luciferase reporter cells, luminescence; inhibition, % at 12.5 µM; 350,000 compounds, 0.69% hits; AID 504558; in the data active = inhibition above about 41%;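 note: 0% = neutral control wells and 100% = reference inhibitor control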
An asterisk follows results filed as active; / = no result given. These rows are one share of the data; rates above refer to the full screens.

compound	TLR9-MyD88 block	SRC3 inh	NCOA2 inhibitor	LMP1 NFkB inh	TRAIL sens C8	NOD2 RIPK2 PPI	NR5A2 inv ag	COUP-TFII inh	TROY signal inh	NCOA1 inh	TWEAK Fn14 block
CCN(Cc1ccccc1)S(=O)(=O)c1ccc(S(=O)(=O)N(Cc2ccccn2)Cc2ccco2)cc1	2	-4	-1	-4	-11	-1	3	-4	-3	-6	-8
C/C(=N\NC(=O)c1c(Cl)cnn1C)c1cccc(NC(=O)c2ccc(C)cc2)c1	-2	-58	-21	-2	32	-9	-103	-35	-31	-43	-6
Cc1ccc(/C=N/Nc2ccc3ccccc3n2)o1	-7	-70	-25	10	65*	-9	-178	-24	24	-76	86*
O=C(NCc1cccs1)c1csc([C@@H]2C[C@H](O)[C@@H](CO)O2)n1	/	0	-16	/	7	-16	-4	-3	7	10	0
CN(C)c1ccc(-c2nn3c(-c4ccc(Cl)cc4)nnc3s2)cc1	-8	-3	-11	-4	-1	-8	16	10	-28	-19	-10
Cc1cccc(Nc2nc(-c3cccs3)cs2)n1	3	-93	-30	-85	8	-6	-180	-47	-37	-117	4
CCCCNC(=O)COC(=O)c1ccc(Cl)c(S(=O)(=O)N2CCCC2)c1	4	8	-9	1	14	6	-15	9	12	0	-8
Cc1cccc(N(C(=O)Cn2nnc3ccccc32)C(C(=O)NC(C)(C)C)c2ccsc2)c1 (configuration not stated)	1	-3	5	-6	-4	-2	9	-3	-6	-1	-2
Cc1noc(C)c1CCC(=O)NC1CCCN(Cc2ccc(Cl)cc2)C1 (configuration not stated)	0	12	-20	13	4	-10	17	-2	-17	5	10
O=S(=O)(c1ccccc1)N1CCN(Cc2cccc(Br)c2)CC1	/	10	3	/	-22	-6	-1	-8	3	6	0

6 compounds picked at random from those above, as already listed:
compound	TLR9-MyD88 block	SRC3 inh	NCOA2 inhibitor	LMP1 NFkB inh	TRAIL sens C8	NOD2 RIPK2 PPI	NR5A2 inv ag	COUP-TFII inh	TROY signal inh	NCOA1 inh	TWEAK Fn14 block
CN(C)c1ccc(-c2nn3c(-c4ccc(Cl)cc4)nnc3s2)cc1	-8	-3	-11	-4	-1	-8	16	10	-28	-19	-10
O=C(NCc1cccs1)c1csc([C@@H]2C[C@H](O)[C@@H](CO)O2)n1	/	0	-16	/	7	-16	-4	-3	7	10	0
CCCCNC(=O)COC(=O)c1ccc(Cl)c(S(=O)(=O)N2CCCC2)c1	4	8	-9	1	14	6	-15	9	12	0	-8
Cc1ccc(/C=N/Nc2ccc3ccccc3n2)o1	-7	-70	-25	10	65*	-9	-178	-24	24	-76	86*
Cc1cccc(N(C(=O)Cn2nnc3ccccc32)C(C(=O)NC(C)(C)C)c2ccsc2)c1 (configuration not stated)	1	-3	5	-6	-4	-2	9	-3	-6	-1	-2
CCN(Cc1ccccc1)S(=O)(=O)c1ccc(S(=O)(=O)N(Cc2ccccn2)Cc2ccco2)cc1	2	-4	-1	-4	-11	-1	3	-4	-3	-6	-8

More results:
compound	TLR9-MyD88 block	SRC3 inh	NCOA2 inhibitor	LMP1 NFkB inh	TRAIL sens C8	NOD2 RIPK2 PPI	NR5A2 inv ag	COUP-TFII inh	TROY signal inh	NCOA1 inh	TWEAK Fn14 block
COc1ccc(-n2nnnc2SCC(=O)Nc2ccc3c(c2)OCCO3)cc1OC	6	4	0	11	-4	-5	18	4	19	-2	-9
CCOc1ccc(CCNC(=O)C2CCCN(c3nnc(-n4cccc4)s3)C2)cc1OCC (configuration not stated)	-10	8	-17	0	5	-8	1	-5	-19	-1	-30
Cc1cccc(COC(=O)CCCNC(=O)c2ccc(Cl)cc2)c1	10	-3	8	2	-17	-2	-4	0	-9	-5	-6
COc1ccc(NC(=O)COc2cccc3c2OC(C)(C)C3)cc1OC	-2	0	1	5	9	-3	4	36	16	4	27
CCOc1ccc(S(=O)(=O)NCCC(=O)NC2CCC(C)CC2)cc1 (configuration not stated)	0	15	-8	-1	3	5	-19	5	3	3	-10
O=C1c2cc([N+](=O)[O-])ccc2-c2ncccc21	-1	6	-10	-3	-14	6	0	-14	8	-17	-10
O=C(NNC(=O)c1ccc(=O)[nH]c1)c1ccc(NS(=O)(=O)c2cccs2)cc1	6	-4	-25	-3	7	-4	3	14	-9	15	5
CCS(=O)(=O)NCCc1csc(-c2ccc(OC)c(OC)c2)n1	-3	4	-14	13	-2	-6	-1	9	-10	0	7
CCOc1ccc(NS(=O)(=O)c2ccc3ncsc3c2)cc1	-4	-4	2	4	10	0	7	5	3	-17	1
CNC(=S)NNC(=O)Cc1ccc(O)cc1	-4	30	22	-3	-10	-3	10	-6	-9	9	17
Cc1cc(C)c2c(=O)n(CC(=O)Nc3ccc(Cl)cc3)sc2n1	18	8	23	-19	-2	31*	-7	-54	11	4	-3
Nc1nc(Cl)nc2c1ncn2[C@@H]1O[C@H](CO)[C@@H](O)[C@H]1O	-15	-11	-32	15	17	-5	-11	-70	14	-53	-72
COc1ccc(C(=O)NCC(=O)OCC(=O)N2CCc3ccccc32)cc1	14	14	-34	2	5	1	-4	-12	-6	-20	12
Cc1ccc(C(=O)NCC(=O)O)cc1S(=O)(=O)N1CCCCC1	3	0	3	-7	4	2	-5	-4	6	-9	-7
CC(C)CCn1cnc2c(sc3nc4c(cc32)CSC(C)(C)C4)c1=O	-1	-8	38	-9	31	-1	24	55*	67*	3	68*
CN1C(C(=O)NCc2ccco2)CC2Cn3c(nc4cc(Cl)c(Cl)cc43)C21 (configuration not stated)	-6	-16	-9	1	11	-2	-5	-2	11	0	17
CC(C)c1ccccc1OCC(O)CN(CC(O)COc1cccc2ccccc12)C(C)C (configuration not stated)	-10	17	-34	3	37	-1	6	-7	66*	-7	-15
Cc1ccc(NC(=O)c2ccc(C)cc2)cc1	-3	-59	-62	-7	73*	7	-118	-44	4	-100	59*
CC(=O)N1CCN(c2ccc(NC(=O)c3ccc(Br)o3)cc2Cl)CC1	-10	-19	-33	-7	7	-7	-35	-16	-11	-23	-3
Cc1cccnc1NC(=O)Nc1ccc(F)cc1	-8	-51	-24	-12	-19	1	-84	-3	/	-39	35
Cc1ccc(-n2cnnn2)c(S(=O)(=O)N2CCOCC2)c1	4	3	17	-7	-1	4	0	18	-5	8	-7
O=C(CCC(=O)N/N=C/c1ccco1)N/N=C/c1ccco1	/	0	-7	/	8	-4	7	1	-4	5	-22
OC1CCN(Cc2cccc(Oc3ccccc3)c2)CC1	9	15	-5	1	21	9	11	-16	13	-10	-2
CNc1ccc(OC(F)F)cc1C(=O)c1ccccc1	-1	9	-7	3	-1	-13	10	11	-3	-20	-41
Cc1ccc(-c2csc3nc[nH]c(=S)c23)cc1	9	9	-7	16	11	6	3	-1	12	-14	26
Cc1ccccc1C(=O)NC(C(N)=O)P(=O)(OC(C)C)OC(C)C (configuration not stated)	3	13	5	1	3	9	-4	-34	-10	4	5
COCCNC(=O)c1onc(CSc2ccccc2)c1C(=O)O	10	-9	-16	3	-5	-2	1	-2	-1	-5	20
C[n+]1cc[nH]c1SCC(=O)c1ccc(Cl)cc1	-2	-30	-40	-15	-12	-5	-26	-14	-36	-48	-1
COc1ccc2cc3cc(C(=O)Nc4ccc5c(c4)OCCO5)oc3nc2c1	-5	4	-19	8	13	-1	-13	-8	6	-21	-33
COC(=O)c1c(NC(=S)NNS(=O)(=O)c2ccc(OC)cc2OC)sc2c1CCCCCC2	0	7	-6	11	14	4	-10	4	-4	0	19
COc1ccc(CCNC(=O)C(=O)Nc2ccc3c(c2)OCO3)cc1OC	-7	1	-46	-8	-11	0	-4	0	4	16	-1
CN1C(=O)Cc2cc(S(=O)(=O)N3CCN(c4ccccc4F)CC3)ccc21	2	13	13	4	1	3	13	13	-1	20	-4
O=C(CC(=O)c1ccccc1)Nc1ccc2c(c1)OCCO2	-9	-81	-48	-14	28	-2	-172	-39	-6	-120	11
CN1C(=O)C(C)(C)c2cc(S(=O)(=O)N3CCCC(C(=O)NCc4ccc(F)cc4)C3)ccc21 (configuration not stated)	2	9	4	-11	-2	2	9	9	-1	-16	17
O=C(Nn1c(SCc2cccc([N+](=O)[O-])c2)nc2ccccc2c1=O)c1ccccc1	-11	-94	-38	-16	0	1	-91	-27	14	-86	-26
CC(=O)Nc1ccc(C(=O)N2CCCCC2c2cc(C(=O)NCc3ccc(F)cc3)no2)cc1 (configuration not stated)	/	-8	4	/	-2	-7	-14	-12	-7	0	1
